Source: PubChem BioAssay
PKA kinase inh = PKA (human) kinase inhibition; AID 524; P17612; PKA Kemptide phosphorylation, Kinase-Glo ATP luminescence; inhibition, % at 6 µM; 0.1% of 65,000 active;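 active = inhibition above the screen-wide mean inhibition plus 3 SD, cut at about 21% in these data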; also: many of its hits are not listed in these tables
Ec RNAP inh = inhibitors of Escherichia coli RNA polymerase; P0A8V2; E. coli RNA polymerase, fluorescence transcription assay; inhibition, %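 (tested at 10 µM)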; 0.2% of 62,000 active; AID 559; in the data active = inhibition above about 20%;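 also: 0% = enzyme without compound and 100% = no enzyme blank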
RORa activator = activates the human nuclear receptor RORA. P35398. CHO-K1 Gal4-RORA LBD luciferase reporter, luminescence; percent increase over mock-subtracted basal signal. activation, % at 10 µM. 1.5% of 65,000 active. AID 560;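 active = activation above the mean of all tested compounds plus 3 SD, cut at about 49% in these data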;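 also: 0% = DMSO-treated RORA cells and 100% = added signal equal to DMSO minus mock-transfected cells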
Target sequence (P35398 whole entry, looked up, the tested form may be a part): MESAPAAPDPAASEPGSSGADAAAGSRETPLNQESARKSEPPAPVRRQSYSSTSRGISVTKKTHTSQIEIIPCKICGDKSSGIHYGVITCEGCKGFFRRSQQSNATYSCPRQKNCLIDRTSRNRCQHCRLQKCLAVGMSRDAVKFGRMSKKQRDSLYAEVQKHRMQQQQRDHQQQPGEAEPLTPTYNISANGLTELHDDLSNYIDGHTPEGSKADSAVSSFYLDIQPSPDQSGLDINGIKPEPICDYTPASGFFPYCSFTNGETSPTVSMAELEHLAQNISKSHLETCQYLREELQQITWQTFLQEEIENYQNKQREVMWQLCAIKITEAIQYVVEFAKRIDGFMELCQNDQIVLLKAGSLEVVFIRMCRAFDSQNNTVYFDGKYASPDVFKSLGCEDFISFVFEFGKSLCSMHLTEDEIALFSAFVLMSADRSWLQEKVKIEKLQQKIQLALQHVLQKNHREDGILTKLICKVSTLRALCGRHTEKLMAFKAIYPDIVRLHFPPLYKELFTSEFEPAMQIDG
CatB mix inh = inhibitors of human cathepsin B in compound mixtures. Purified cathepsin B, AMC dipeptide fluorescence. 0.06% of 62,000 active. P07858. inhibition, %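 (ten-compound pools at 5 µM per compound and 50 µM total)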. AID 488; in the data active = inhibition above about 22%, passing the limit was not always enough;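 also: 0% = enzyme without compound and 100% = no enzyme blank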
JNK3 inh = inhibitors of human JNK3 kinase; purified JNK3 kinase activity, HTS; inhibition, % at 8 µM; 0.61% of 60,000 active; AID 746; in the data active = inhibition above about 17%;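 also: 0% = DMSO and 100% = reference inhibitor; many of its hits are not listed in these tables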
ROCK2 inh = blocks human Rho kinase 2 activity; O75116; 0.35% of 60,000 active; AID 604; inhibition, % at 6 µM; purified ROCK2, Kinase-Glo ATP depletion luminescence;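 active = inhibition above the screen-wide mean inhibition plus 3 SD, cut at about 18% in these data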;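 also: plate controls were DMSO wells for no effect and Y-27632 control wells after no-enzyme background subtraction for full effect; many of its hits are not listed in these tables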
AP ELISA ortho = orthogonal test for alternative complement pathway inhibitors | inhibition, % at 5 µM | 0.08% of 62,000 active | Human serum alternative complement pathway, LPS-coated ELISA, C3 deposition; tested in compound mixtures;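 active = inhibition above 30% in each of the two pooled mixtures holding the compound, so the lower value exceeds 30%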;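 also: 0% = serum in Mg-EGTA without compound and 100% = EDTA serum blank; some compounds past the cut are filed as inactive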
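Assay system: human serum alternative complement pathway, C3 deposition on LPS-coated wells; Dosing: 5 µM per compound in ten-compound mixtures; Detection: Anti-C3 ELISA, OD 450 nm; Buffer or medium: Mg2+-EGTA GVB++ buffer containing human serum at 1:15 dilution; Timing: 1 h at 37 °C; Replication: two different pools per compound.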
CatB block = blocks human cathepsin B protease activity. P07858. purified cathepsin B, fluorogenic substrate, fluorescence. inhibition, %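 (tested at 10 µM)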. 0.1% of 63,000 active. AID 453; in the data active = inhibition above about 21%;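 also: 0% = enzyme with no compound and 100% = no enzyme blank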
CatS block = human cathepsin S inhibition; AID 501; 0.06% of 62,000 active; inhibition, %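 (tested at 5 µM per compound within 10-compound mixtures)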; recombinant cathepsin S, AMC dipeptide fluorescence, pooled mixtures; in the data active = inhibition above about 32%, passing the limit was not always enough;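 also: 0% = enzyme without compound and 100% = blank without enzyme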
Target sequence (P25774 115-331 limits assumed): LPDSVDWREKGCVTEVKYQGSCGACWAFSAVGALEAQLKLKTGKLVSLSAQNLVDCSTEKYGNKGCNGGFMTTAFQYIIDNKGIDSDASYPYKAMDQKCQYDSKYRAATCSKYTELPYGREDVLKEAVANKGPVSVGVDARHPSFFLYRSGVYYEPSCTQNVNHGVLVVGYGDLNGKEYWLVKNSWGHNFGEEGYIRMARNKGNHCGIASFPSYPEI
Numbers without * were called inactive; / = not tested or not shown. Some of the compounds tested (hit frequency here may not be typical).

SMILES	PKA kinase inh	Ec RNAP inh	RORa activator	CatB mix inh	JNK3 inh	ROCK2 inh	AP ELISA ortho	CatB block	CatS block
COc1ccc(CCNC(=O)C2CCCN2C(=O)NC2CCCCC2)cc1OC (stereo not given)	1.4	10.7	-9.5	6.2	4.2	0.7	5.5	-0.7	6.8
O=S1(=O)N=C2CCCCCN2C(c2ccncc2)N1 (stereo not given)	3.3	6.3	-9.0	3.6	-7.5	3.1	12.6	-4.7	4.3
CCOC(=O)C(Cc1ccccc1)NC(=O)CNC(C)=O (stereo not given)	1.9	3.3	-23.3	3.8	3.9	-1.6	13.5	-8.5	-4.5
COc1ccc2c(c1OC)C(=O)N(c1cccc(C)c1)C2	-0.5	4.3	12.1	6.7	-4.9	-0.8	20.6	-1.8	5.2
COc1cc(C(=O)NCC2CCCO2)ccc1OCc1c(C)noc1C (stereo not given)	9.6	0.1	-2.3	2.9	/	/	7.7	9.4	4.6
CCOc1ccc(OCC)c(NC(=O)C2CCN(S(=O)(=O)c3c(C)noc3C)CC2)c1	11.9	8.6	11.5	1.0	/	/	4.5	-3.8	8.1
CCC(C(=O)NCc1ccc(F)cc1)N(Cc1ccco1)C(=O)c1snc(C(N)=O)c1N (stereo not given)	5.5	5.3	-0.1	-1.2	2.8	2.3	5.8	-4.8	-6.8
COc1ccc(Cl)cc1NS(=O)(=O)c1cc(Cl)ccc1OC	/	0.9	/	4.4	/	/	13.4	2.5	2.2
CCN(CCCNC(=O)CCCN1C(=O)COc2ccc(C)cc21)c1cccc(C)c1	5.8	5.0	5.4	3.6	-1.2	3.2	18.4	2.9	3.6
CCOc1ccc(NC(=O)CCN2CCN(c3ccccc3OC)CC2)cc1	10.5	-7.2	-17.9	-6.1	-1.4	0.7	-2.3	1.7	-4.5
Cc1ccc(-c2nnn(Cc3nc(N)nc(N4CCOCC4)n3)n2)cc1	-0.7	0.9	10.9	2.3	-0.1	1.4	7.1	3.0	19.5
c1coc(Cn2c(-c3ccco3)nc3ccccc32)c1	0.9	4.3	-19.5	5.0	6.4	-2.5	21.0	0.8	3.7
CCOC(=O)c1c(C)[nH]c(C(=O)COC(=O)C2CC2C)c1C (stereo not given)	9.9	7.8	38.2	2.2	0.5	6.5	2.0	1.3	3.9
CSc1nc2ccc(S(=O)(=O)N3CCOCC3)cc2s1	12.5	10.5	14.4	5.9	0.7	5.7	9.2	-2.3	2.7
CCNc1nc(NC(C)(C)C)nc(SC(C(C)=O)C(C)=O)n1	0.6	6.3	-7.6	-0.9	/	/	8.5	1.1	-1.4

Compound profiles (already shown):
CCC(C(=O)NCc1ccc(F)cc1)N(Cc1ccco1)C(=O)c1snc(C(N)=O)c1N (stereo not given) reads PKA kinase inh = 5.5; Ec RNAP inh = 5.3; RORa activator = -0.1; CatB mix inh = -1.2; JNK3 inh = 2.8; ROCK2 inh = 2.3; AP ELISA ortho = 5.8; CatB block = -4.8; CatS block = -6.8
CCNc1nc(NC(C)(C)C)nc(SC(C(C)=O)C(C)=O)n1 reads PKA kinase inh = 0.6; Ec RNAP inh = 6.3; RORa activator = -7.6; CatB mix inh = -0.9; JNK3 inh = /; ROCK2 inh = /; AP ELISA ortho = 8.5; CatB block = 1.1; CatS block = -1.4
CCOc1ccc(OCC)c(NC(=O)C2CCN(S(=O)(=O)c3c(C)noc3C)CC2)c1 reads PKA kinase inh = 11.9; Ec RNAP inh = 8.6; RORa activator = 11.5; CatB mix inh = 1.0; JNK3 inh = /; ROCK2 inh = /; AP ELISA ortho = 4.5; CatB block = -3.8; CatS block = 8.1

(listing goes on)
SMILES	PKA kinase inh	Ec RNAP inh	RORa activator	CatB mix inh	JNK3 inh	ROCK2 inh	AP ELISA ortho	CatB block	CatS block
Cc1occc1-c1nnc(SCC(=O)NC(=O)NC(C)C)n1N	3.3	6.5	-9.4	-0.6	6.6	5.3	4.4	2.8	7.6
O=C1OC(c2ccccc2)=C/C1=C\N1CCOCC1	10.3	6.1	17.3	3.7	-15.9	4.7	15.9	6.3	0.7
CC(C)OP(C)(=O)CN1CCN(CP(C)(=O)OC(C)C)CC1 (stereo not given)	-0.2	12.2	-12.4	6.2	-1.9	3.6	4.7	-0.2	18.0
CCOc1ccccc1C(=O)N(C)Cc1cc2ccccc2[nH]c1=O	-2.2	-5.2	-10.4	-3.6	1.9	-4.0	18.6	-4.8	-6.7
CCn1cnc2c1c(=O)n(Cc1csc(-c3ccccc3)n1)c(=O)n2Cc1ccccc1	7.0	9.1	-12.8	5.2	4.2	5.0	13.4	3.8	-3.0
C=CCC(Nc1ccco1)c1ccccc1 (stereo not given)	-2.6	5.7	-10.6	4.2	-4.2	4.1	15.1	3.2	-3.5
O=C(NCc1ccc2c(c1)OCO2)c1cc(-c2ccccc2)on1	9.3	-4.5	-10.9	-0.6	-0.4	7.0	-14.4	0.3	-4.6
Cc1onc(-c2ccccc2)c1C(=O)Nc1nnc(N(C)Cc2ccccc2)s1	9.0	9.1	-6.5	-2.6	-2.7	0.5	-2.8	2.5	8.0
N#Cc1cnc(SCC(=O)Nc2ccccc2C(F)(F)F)nc1N	6.7	6.6	-13.7	8.7	/	/	10.4	-1.5	2.9
Cc1c(C(=O)Nc2ccncc2)sc2nc(-c3ccc(F)cc3)cn12	-9.0	9.2	7.1	-2.8	-7.4	-0.4	1.9	3.5	9.3
Cc1sc2ncnc(OCC(=O)NCc3cccs3)c2c1C	4.9	8.7	-10.6	4.1	4.0	4.9	14.8	2.4	11.0
Cc1cc2c(cc(C(=O)NCc3cccnc3)n2Cc2ccc(Cl)cc2)o1	1.2	7.8	4.9	-2.3	-9.1	-1.0	3.3	1.7	-9.9
COc1ccc(CCC(=O)NCc2ccco2)cc1	11.6	2.9	-17.2	4.2	6.8	4.6	11.1	4.4	-6.2
O=C(c1ccc2c(c1)c(=O)oc1ccccc12)N1CCCCC1	-3.9	2.0	49.9*	6.6	-3.6	-2.3	12.1	6.6	-2.9
COC(=O)[C@@H](NC(=O)Nc1ccc(OC(F)(F)F)cc1)C(C)C	3.2	-2.5	-18.2	0.2	0.7	0.3	2.5	2.0	-4.3
COc1ccc2c(c1)c(C(=O)CN1CCC3(CC1)OCCO3)c(C)n2C	-1.3	-4.1	-17.5	-5.5	-1.1	-2.9	-6.9	1.5	-11.9
Cc1ccc(-c2oc3ccccc3c(=O)c2O)cc1	4.0	6.3	-8.1	6.2	-1.5	-7.7	7.8	2.9	1.2
COc1ccccc1C1C=C(c2ccccc2)Nc2nnnn21 (stereo not given)	7.5	-0.9	14.7	2.8	-4.0	5.6	22.4	-5.5	-6.5
CC(=O)N=c1sc(S(N)(=O)=O)nn1C	-1.5	6.3	15.8	-7.6	1.7	4.3	8.6	-3.7	0.4
O=C(NCCN1CCOCC1)c1ccc2c(c1)ncn2C1CCCCC1	9.9	2.2	-1.7	-0.5	1.5	6.6	8.1	2.3	-1.5
Cc1cc(C2N=C(N)Nc3nc4ccccc4n32)c(C)n1-c1ccccc1Cl (stereo not given)	-1.3	8.8	3.7	5.4	/	/	-1.7	2.1	12.2
COc1ccc(Cc2nnc(SCC(=O)N3CCN(c4ccccc4)CC3)o2)cc1	3.3	14.6	16.8	3.0	0.3	1.9	-0.3	10.3	8.4
Cc1noc(C)c1S(=O)(=O)N1CCC(C(=O)N2CCC(N3CCCCC3)CC2)CC1	4.2	5.5	2.9	0.0	-1.6	3.7	10.2	1.9	2.5
C=C(C)COc1ccc(-c2[nH]ncc2Oc2ccccc2OCC)c(O)c1	4.3	5.1	2.2	-2.3	2.4	2.1	0.9	2.9	5.1
Cc1nc(NC(=O)CSc2nnc(C)n2CC2CCCO2)sc1C (stereo not given)	11.4	1.1	-9.4	-3.6	4.8	4.7	-2.7	0.9	2.4
C(=N\n1cnnc1)/c1cccc(OCCOc2ccccc2)c1	-2.4	10.9	25.0	1.0	3.5	2.4	2.4	2.2	-7.4
Nc1nc(SCc2ccc3c(c2)OCO3)n[nH]1	5.9	9.8	8.9	1.8	5.5	5.9	3.5	0.5	5.5
CC1(C)CC(=O)C2=C(C1)Nc1nc(SCCN3CCOCC3)[nH]c(=O)c1C2c1cccs1 (stereo not given)	-6.0	-5.4	-1.5	0.6	/	/	-18.1	-3.9	8.5
O=C(c1cccc(-n2cnnn2)c1)N1CCOCC1	1.0	1.9	-13.0	4.7	4.6	4.6	13.0	3.1	-1.0
COc1cc(C2C(C#N)=C(N)Oc3n[nH]c(-c4ccncc4)c32)cc(OC)c1OC (stereo not given)	9.7	1.3	-17.4	0.3	3.6	10.9	6.9	7.2	-10.1
COc1ccccc1N1CCN(C(=O)c2cccc(N3C(=O)NC4CC3(C)Oc3ccccc34)c2)CC1 (stereo not given)	0.1	3.2	2.8	0.3	/	/	8.3	4.3	-5.2
N#Cc1nc(COc2ccc(Cl)cc2Cl)oc1N1CCOCC1	5.7	1.1	11.2	0.5	-1.9	6.7	2.3	-2.3	5.1
OC12CCCCC1C(c1ccc3c(c1)OCO3)N(Cc1ccccc1F)CC2 (stereo not given)	2.7	15.9	18.0	-10.6	0.8	7.1	-6.4	6.1	-8.4
CC1CCc2sc3ncnc(N4CCOCC4)c3c2C1 (stereo not given)	7.4	5.7	-11.1	2.3	-1.0	5.1	4.8	-4.0	6.3
O=C(NCc1cccnc1)c1ccccc1Br	-5.6	9.7	12.6	2.3	-9.9	-2.4	7.6	/	-6.6
COc1ccc(/C=N/n2c(C)nnc2C)c(OC)c1	1.6	9.8	-5.6	5.3	6.8	4.3	7.3	7.7	16.4
CCCCSc1nnc(CCCCCNC(=O)OC(C)(C)C)o1	2.2	1.1	0.3	0.1	-0.7	-0.5	14.7	5.6	-9.5
Cn1cccc1C1NC(=O)c2c(sc3c2CCC(C(C)(C)C)C3)N1 (stereo not given)	-16.2	12.0	-7.8	5.3	-3.5	-2.5	9.9	7.8	8.3
CCOC(=O)COc1nc(Nc2ccccc2C)nc(N(C)C)n1	6.4	3.9	0.3	7.1	-4.4	3.4	22.8	-5.1	8.5
CCCCN(C)CCNC(=O)Cn1c(=O)sc2ccccc21	5.2	-0.6	-9.3	0.6	-3.7	-4.6	10.8	0.0	-0.8
CCOC(=O)c1cc2sccc2n1CC(=O)Nc1ccc2c(c1)OCCO2	9.5	2.4	6.6	8.7	4.3	5.1	13.8	0.7	-1.1
CCOC(=O)c1cnn(-c2ccccc2)c1NC(=O)c1ccccc1	-1.2	-8.6	0.4	0.9	-7.5	0.8	4.2	-2.5	6.2
Cc1ccc(-n2ncc3c(=O)n(CC(=O)NC4CCCCC4)cnc32)cc1C	4.1	8.1	-0.5	-0.4	-0.1	3.0	8.0	4.7	-24.5
COc1ccc(NC(=O)CCS(=O)(=O)c2ccc(OC)cc2)cc1	-3.4	-4.2	-3.1	1.2	/	/	-0.3	5.6	3.8
O=C(NCc1ccco1)C(c1ccc(F)cc1)N(CC1CCCO1)C(=O)Cn1nnc2ccccc21 (stereo not given)	9.5	8.6	8.6	1.0	-1.5	7.8	1.7	2.3	3.9
Cc1cc(C)cc(-n2nnc(C(=O)NCc3ccccc3)c2N)c1	11.4	-1.5	4.9	1.2	-0.1	8.3	16.9	-2.3	-8.4
O=C(O)c1ccccc1C(=O)Nc1ccccn1	-3.0	10.2	-11.7	2.6	0.1	-2.6	-4.1	1.3	5.7
CCN(C(C)=O)c1nc(CSc2nnc(NC(C)C)s2)cs1	8.4	3.2	-6.4	-1.8	-2.2	6.7	4.7	1.6	-5.0
O=C(NCc1cccs1)c1cnn2cccnc12	13.1	10.7	-9.6	-7.4	4.1	8.1	9.3	2.7	0.1
COC(=O)c1cc2nc(-c3ccccc3)cc(C)n2n1	-0.8	/	-6.5	0.0	-3.9	1.8	22.5	/	0.5
COC(=O)CCC(=O)Nc1ccc(NC(C)=O)cc1	12.6	9.2	4.7	4.5	2.4	3.8	6.9	1.7	12.0
